# CRFR2-BP antag = antagonists of CRF-binding protein/CRF-R2 receptor complex; HEK293 CRF-R2/CRF-BP, CRF-induced calcium fluorescence; inhibition, % at 11.8 µM; actives 0.59% (n = 350,000); AID 588475;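 active means inhibition of the ligand-induced calcium signal above about 50% at the single tested concentration, limit read from the data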
# HCV NS3 hel inh = blocks Hepatitis C virus NS3 helicase unwinding | actives 0.56% (n = 290,000) | inhibition, % at 10.9 µM | NS3 helicase DNA unwinding, Cy5 molecular beacon fluorescence;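 active means inhibition above the mean of all tested compounds plus 3 SD, set per campaign, cut at about 35% in these data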;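 further: 0% = DMSO wells and 100% = thioflavine S control wells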
#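 Assay system: hepatitis C virus NS3 helicase domain fragment enzyme. Also added: annealed dual-labelled DNA beacon duplex, ATP-started. Timing: 1 h reaction at 25 °C, ATP-initiated. Technique: Cy5 fluorescence at 0 and 60 min, beacon hairpin quenching. Evaluation: % inhibition of unwinding. Replication: one well per compound.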
# IDE cell inh = inhibits human insulin-degrading enzyme in HEK cells; inhibition, % at 5.59 µM; actives 0.41% (n = 320,000); FAbetaB cleavage, fluorescence polarization; P14735;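 active means percent inhibition above the average of all tested compounds plus 3 SD, set per screening campaign, cut at about 16% in these data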;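 further: IDE supplied by intact live HEK cells; FP after avidin binding of uncleaved biotin substrate so inhibition keeps polarization high; 0% = DMSO wells and 100% = 60 µM reference IDE inhibitor Ii1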
# GalR3 antag = blocks the human galanin receptor 3; O60755; HEK293 GalR3-CNG cAMP membrane potential fluorescence; galR3 body fused to GalR1 C-terminus; inhibition, % at 3 µM; actives 0.44% (n = 360,000); AID 651719;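 active means inhibition above the screen-wide average plus 3 SD, cut at about 13% in these data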;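 further: forskolin and galanin both at EC90 stimulate the cells; cAMP rise reported by CNG channel membrane potential dye signal; 0% = forskolin plus galanin with DMSO and 100% = forskolin alone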
# Target sequence (O60755 1-299 limits assumed): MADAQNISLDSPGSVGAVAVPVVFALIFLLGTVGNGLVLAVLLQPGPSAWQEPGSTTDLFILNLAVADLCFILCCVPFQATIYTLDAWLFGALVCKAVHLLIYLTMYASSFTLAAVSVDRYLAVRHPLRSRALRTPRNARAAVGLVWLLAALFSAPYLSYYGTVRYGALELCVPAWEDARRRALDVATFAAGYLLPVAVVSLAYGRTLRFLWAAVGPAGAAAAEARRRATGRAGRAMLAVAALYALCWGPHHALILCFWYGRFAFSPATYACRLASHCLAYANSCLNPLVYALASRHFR
# IDE cell activ = IDE (human) activation, cell-based; actives 0.073% (n = 340,000); activation, % at 5.96 µM; HEK cells, FAbeta-B cleavage, fluorescence polarization; 0% vehicle, 100% cell-free pure enzyme wells; P14735;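 active means activation above the mean of all tested compounds plus 3 SD, set per screening campaign, cut at about 17% in these data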
# VIM-2 inhibitor = inhibitors of Pseudomonas aeruginosa VIM-2 metallo-beta-lactamase; purified VIM-2, nitrocefin hydrolysis, epi-absorbance fluorescence; inhibition, % at 5.6 µM; actives 0.89% (n = 290,000);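 active means inhibition above the mean of all tested compounds plus 3 SD, cutoff set per screening run, cut at about 7.5% in these data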;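 further: red hydrolysis product quenches plate fluorescence so inhibitors raise well fluorescence; 0% = enzyme with DMSO and 100% = DMSO without enzyme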
# pCIP destab = p/CIP protein destabilization | Q05BA5 | F442A p/CIP-EGFP cells, EGFP fluorescence, 16 h | decrease of EGFP signal, % at 10 µM | actives 0.01% (n = 290,000);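 active means EGFP signal decrease of at least 30% at 10 µM or well 3 SD below plate mean, unless failing retest; inactive means the rest, including hits failing retest or dose response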; further: some compounds called inactive have numbers as strong as hits; many of its hits are not listed in these tables
# UBC9 SUMO inh = SUMOylation inhibition | HTRF SUMOylation assay, SAE1/SAE2 + UBC9, in vitro | AID 2006 | inhibition, % at 35 µM | actives 0.36% (n = 290,000); in the data active means inhibition above about 50%, passing the limit was not always enough; further: strong numbers were not always called active
# Target sequence (P63279 whole entry, looked up): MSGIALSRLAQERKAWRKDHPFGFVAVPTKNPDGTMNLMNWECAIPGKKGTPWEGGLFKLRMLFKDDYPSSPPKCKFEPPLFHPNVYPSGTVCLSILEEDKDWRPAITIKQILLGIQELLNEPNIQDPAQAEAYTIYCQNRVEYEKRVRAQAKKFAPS
# IMP-1 inhibitor = blocks Pseudomonas aeruginosa IMP-1 metallo-beta-lactamase; purified IMP-1, nitrocefin hydrolysis, epi-absorbance fluorescence; inhibition, % at 5.6 µM; actives 0.45% (n = 290,000); AID 1556;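 active means inhibition above the mean plus 3 SD of all compounds in the same screening run, cut at about 4.5% in these data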;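 further: 0% = IMP-1 with DMSO and 100% = DMSO wells lacking enzyme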
#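 System: purified recombinant IMP-1 beta-lactamase. Medium: Zinc- and detergent-supplemented HEPES buffer, pH 7.1. Compound: one 5.6 µM dose […]. Schedule: 15 min preincubation plus 25 min reaction at 25 °C. Technique: Epi-absorbance fluorescence, 480 nm excitation, 530 nm emission.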
# Active calls of the source: *; . = not tested or not shown.
1. C=CCn1c(SCC#N)nnc1-c1ccc2ncccc2c1
2. COc1ccccc1-n1c(SCC(=O)NC(C)(C)C)nc(O)c(Cc2ccccc2)c1=O
3. COc1ccc(-c2nc(C#N)c(N3CCc4ccccc4C3)o2)cc1OC
4. CCC(=O)NCC(=O)OCC(=O)c1ccccc1
5. CC(OC(=O)CNC(=O)C12CC3CC(CC(C3)C1)C2)C(=O)Nc1ncc(Cl)cc1Cl (stereo unspecified)
6. Cc1ccc(-n2c(O)c(C=NC3CCS(=O)(=O)C3)c3ccccc3c2=O)c(C)c1 (stereo unspecified)
7. COc1ccc(C(=O)OCC(=O)Nc2cccc(C(C)=O)c2)cc1OC
8. COc1ccc(Nc2nc(-c3ccccc3)cs2)cc1
9. COc1ccc(C(=O)O)cc1NC(=S)NC(=O)/C=C/c1ccc(C(C)C)cc1
10. CC1(C)Cc2ccccc2C(/C(C#N)=N/O)=N1
entry no.	1	2	3	4	5	6	7	8	9	10
IMP-1 inhibitor	-3.9	-1.1	-5.1	-2.3	-1.6	-2.2	0.0	-0.7	-2.5	-4.0
UBC9 SUMO inh	-4	-5	-11	21	17	5	12	6	36	-1
pCIP destab	-2	-15	-8	-3	-13	3	-6	-6	5	-3
IDE cell activ	-5	5	6	-2	5	-6	1	-17	-1	2
HCV NS3 hel inh	-1	-11	11	6	5	-1	2	1	43*	-4
VIM-2 inhibitor	-1.9	-1.5	-4.1	-4.1	-0.4	-1.0	-1.2	-1.0	-2.2	-7.6
CRFR2-BP antag	0	7	7	22	2	10	12	11	21	4
GalR3 antag	-4	1	-4	-1	-6	1	-10	-2	-10	-4
IDE cell inh	7	-7	-2	4	1	4	1	9	2	0

11. CN(C)S(=O)(=O)N1CCC(Oc2cccc(C(=O)N3CCCCCC3)c2)CC1
12. Cc1cc(C)nc(NS(=O)(=O)c2ccc(N/C=C\C(=O)c3ccc(Cl)cc3)cc2)n1
13. CCN(c1cccc(C)c1)c1nc2ccsc2c(=O)s1
14. CCOc1ccc(NC(=S)c2ccc3ccccc3n2)cc1
15. CC(C)CCNC(=O)c1ccc(Cl)c(NC(=O)Cc2ccccc2)c1
16. COc1ccc(C(CNC(=O)c2ccc(-c3ccccc3)cc2)N(C)C)cc1OC (stereo unspecified)
17. CC(=O)n1nc(-c2ccc(C)cc2)nc1NCc1ccc(F)cc1
18. CCN(CC)CCNC(=O)c1cc2ccccc2nc1Cl
19. COc1c(Cl)cc(C(=O)NCc2ccco2)cc1Cl
20. CCOC(=O)c1cccc(NC(=O)c2ccccc2C)c1
entry no.	11	12	13	14	15	16	17	18	19	20
IMP-1 inhibitor	-2.5	-0.1	-0.7	3.2	-3.4	-2.1	-1.6	-2.2	-4.9	-2.7
UBC9 SUMO inh	9	20	-11	-15	2	20	-7	-3	-4	1
pCIP destab	-14	-11	2	7	-8	-11	-3	-5	0	5
IDE cell activ	1	-3	6	5	.	1	1	0	2	4
HCV NS3 hel inh	3	-5	0	16	18	-51	-3	-4	21	-8
VIM-2 inhibitor	-1.3	1.9	-0.8	-3.1	-3.0	-0.1	-1.3	-5.0	-2.2	-2.7
CRFR2-BP antag	-4	-12	70*	5	.	-10	-14	5	6	-4
GalR3 antag	-5	0	-4	-6	0	-10	-4	-5	-1	0
IDE cell inh	-1	1	2	2	-3	1	.	1	2	3

21. Cc1nc(SCC(=O)Nc2ccc3c(c2)OCCO3)nc(C)c1C
22. CCCCN1C[C@H](O)[C@@H](O)[C@H](O)[C@H]1CO
23. Cc1cc(C)cc(N2C(=O)N(c3ccccc3C)C3CS(=O)(=O)CC32)c1 (stereo unspecified)
24. O=C(COC(=O)/C=C/c1cccc(Cl)c1)Nc1c(F)cccc1F
25. Cc1ccc(NC(=O)CN(C)C(=O)Cn2ncc(Cl)c(Cl)c2=O)cc1
26. CC(NC(=O)COC(=O)C1CC1C)c1cccc(Cl)c1 (stereo unspecified)
27. Nc1nnc(-c2ccc(F)cc2)s1
28. Cc1cc(CN2CCCC(N3CCc4ccccc4C3)C2)cc(C)c1O (stereo unspecified)
29. Nc1nc(SCC(=O)NCC2CCCO2)[nH]c(=O)c1NC(=O)c1ccc(F)c(F)c1 (stereo unspecified)
30. Cc1ccc(-n2nc(C(=O)N3CCN(C)CC3)c3c4ccccc4n(C)c3c2=O)cc1
entry no.	21	22	23	24	25	26	27	28	29	30
IMP-1 inhibitor	-3.5	-2.7	0.8	.	-1.0	.	1.1	-4.6	-2.5	-1.5
UBC9 SUMO inh	9	20	8	.	-1	.	-4	7	7	.
pCIP destab	-11	-4	30	.	3	.	-14	-14	-14	.
IDE cell activ	-2	4	-3	0	2	-4	8	-2	-6	1
HCV NS3 hel inh	1	-5	-6	.	6	.	-8	-4	8	-12
VIM-2 inhibitor	-1.6	0.4	-1.8	.	-1.7	.	-0.1	-0.8	-2.1	1.1
CRFR2-BP antag	0	15	-3	-7	30	2	-9	-10	-6	-19
GalR3 antag	0	.	-1	2	-6	-4	-5	-5	1	-1
IDE cell inh	2	0	-1	3	4	2	-4	4	0	1

# Sorted by length of the SMILES (falling): part of the list above.
5. CC(OC(=O)CNC(=O)C12CC3CC(CC(C3)C1)C2)C(=O)Nc1ncc(Cl)cc1Cl (stereo unspecified)
29. Nc1nc(SCC(=O)NCC2CCCO2)[nH]c(=O)c1NC(=O)c1ccc(F)c(F)c1 (stereo unspecified)
23. Cc1cc(C)cc(N2C(=O)N(c3ccccc3C)C3CS(=O)(=O)CC32)c1 (stereo unspecified)
25. Cc1ccc(NC(=O)CN(C)C(=O)Cn2ncc(Cl)c(Cl)c2=O)cc1
3. COc1ccc(-c2nc(C#N)c(N3CCc4ccccc4C3)o2)cc1OC
15. CC(C)CCNC(=O)c1ccc(Cl)c(NC(=O)Cc2ccccc2)c1
1. C=CCn1c(SCC#N)nnc1-c1ccc2ncccc2c1
8. COc1ccc(Nc2nc(-c3ccccc3)cs2)cc1
4. CCC(=O)NCC(=O)OCC(=O)c1ccccc1
27. Nc1nnc(-c2ccc(F)cc2)s1
entry no.	5	29	23	25	3	15	1	8	4	27
IMP-1 inhibitor	-1.6	-2.5	0.8	-1.0	-5.1	-3.4	-3.9	-0.7	-2.3	1.1
UBC9 SUMO inh	17	7	8	-1	-11	2	-4	6	21	-4
pCIP destab	-13	-14	30	3	-8	-8	-2	-6	-3	-14
IDE cell activ	5	-6	-3	2	6	.	-5	-17	-2	8
HCV NS3 hel inh	5	8	-6	6	11	18	-1	1	6	-8
VIM-2 inhibitor	-0.4	-2.1	-1.8	-1.7	-4.1	-3.0	-1.9	-1.0	-4.1	-0.1
CRFR2-BP antag	2	-6	-3	30	7	.	0	11	22	-9
GalR3 antag	-6	1	-1	-6	-4	0	-4	-2	-1	-5
IDE cell inh	1	0	-1	4	-2	-3	7	9	4	-4

# Carrying on:
31. COc1ccc(OC)c(NC(=O)c2cc(-c3cc(Cl)ccc3O)n[nH]2)c1
32. COc1cc(OC)cc(C(=O)N2CCN(C(=O)Cc3ccccc3)CC2)c1
33. COc1ccc(-c2csc(NC(=O)COC(=O)c3ccc(Br)o3)n2)cc1
34. O=c1[nH][nH]cc1C=Nc1ccc(Oc2ccccc2)cc1
35. CCCc1ccc(OCC(O)CN2CCN(CCO)CC2)cc1 (stereo unspecified)
36. CNS(=O)(=O)c1ccc2c(c1)C(=O)c1cc(S(=O)(=O)NC)ccc1CC2
37. Cc1ccc(C2Nc3cccc4cccc(c34)N2)s1
38. C/C(=N\NC(=O)c1ccccc1)c1ccccc1Br
39. COC(=O)CSc1nnc(CNc2ccc(OC)cc2)n1C
40. O=C(NCc1ccc(Cl)cc1)c1cc2ccccc2oc1=O
entry no.	31	32	33	34	35	36	37	38	39	40
IMP-1 inhibitor	-2.7	-3.4	-2.5	-3.1	-2.8	.	-0.3	-1.7	-2.9	1.0
UBC9 SUMO inh	-9	10	25	16	5	.	56	4	-16	1
pCIP destab	-4	-3	-1	-9	-8	.	2	1	2	4
IDE cell activ	4	0	.	-4	5	4	3	0	2	2
HCV NS3 hel inh	-4	0	12	-3	-8	.	-6	3	4	-19
VIM-2 inhibitor	-6.4	-0.5	-0.1	-2.3	2.8	.	-2.5	-1.3	-3.0	1.3
CRFR2-BP antag	-7	-2	.	-11	3	4	1	-4	8	-3
GalR3 antag	-10	9	.	1	-9	-7	-5	-5	-3	-5
IDE cell inh	0	-2	4	5	1	-2	-3	-3	4	.

41. COc1cc(NC(=O)C2CC(c3c(F)cccc3Cl)=NO2)cc(OC)c1OC (stereo unspecified)
42. CCN(CC)S(=O)(=O)c1ccc(S(=O)(=O)Nc2ccc(C(=O)N3CCCC3)cc2)cc1
43. COc1ccc(CC(=O)OCC(=O)Nc2ncc(Cl)cc2Cl)cc1
44. CN(C)c1ccc(C(=O)NCC2CCCO2)cc1 (stereo unspecified)
45. Cn1cc(S(=O)(=O)c2ccccc2)c(=O)c2cc(F)c(N3CCOCC3)cc21
46. Cc1ccc(NCC(=O)Nc2c(C)n(C)n(-c3ccccc3)c2=O)cc1S(=O)(=O)N(C)C
47. Cc1ccc(CN(C)CC(=O)Nc2ccccc2C(=O)NC2CC2)o1
48. Cc1cc(C)n2nc(C(=O)N/N=C/c3c4ccccc4cc4ccccc34)nc2n1
49. COc1ccc(O)c(C(=O)c2cc(C(=O)NCCc3ccccc3)c(=O)n(CCc3ccccc3)c2)c1
50. O=C(CN1C(=O)S/C(=C/c2ccncc2)C1=O)N1CCOCC1
51. CCCCC(=O)Nc1ccc(NC(=O)C(C)C)cn1
52. CCOc1ccc(NC(=O)CN(c2ccc(OC)cc2)S(=O)(=O)c2cccs2)cc1
53. CC(=O)[C@H]1CC[C@H]2[C@@H]3CCC4=CC(=O)CC[C@]4(C)[C@H]3[C@H](O)C[C@]12C
entry no.	41	42	43	44	45	46	47	48	49	50	51	52	53
IMP-1 inhibitor	-5.6	-3.5	1.7	0.5	-3.1	-3.4	.	-3.4	-2.2	-2.0	-2.0	.	-3.5
UBC9 SUMO inh	4	-3	6	11	20	5	.	8	10	-5	-8	.	29
pCIP destab	-12	-1	-6	-4	2	-9	.	-7	-19	-7	-11	.	0
IDE cell activ	4	5	4	-3	4	7	1	-2	4	0	1	10	4
HCV NS3 hel inh	-3	-2	4	14	2	2	.	-7	9	0	15	.	1
VIM-2 inhibitor	-2.6	-4.2	-2.4	2.2	-0.5	-3.0	.	-0.3	-3.4	-3.2	-2.0	.	0.3
CRFR2-BP antag	-5	-16	-9	0	-4	2	-8	20	5	6	-24	-7	-28
GalR3 antag	-4	-5	-5	-5	-2	-6	-3	-4	-3	1	-1	-3	.
IDE cell inh	-2	0	-2	-1	4	7	-4	2	-4	3	6	-7	2

# Assay outcomes: PubChem BioAssay, several laboratories
